Mdm2 MdmX PPI – inhibitors of human Mdm2-MdmX association, primary screen, cell-based, luminescence, split luciferase, SaOS-2, uHTS; AID 485346, 2010; SaOS-2 split-luciferase Mdm2/MdmX complementation; inhibition, % at 8 µM; hit rate 3% among 330,000; Protein Mdm4 (Homo sapiens) + E3 ubiquitin-protein ligase Mdm2 (Homo sapiens), …;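 active = inhibition of at least 50% at 8 µM in the primary screen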
APJ antagonist – antagonists of human apelin receptor APJ, primary screen, CHO-K1 cells, beta-arrestin complementation, luminescence | hit rate 0.32% among 330,000 | AID 2521, 2010 | inhibition, % at 20 µM | P35414;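 active = inhibition above about 40% at 20 µM, limit read from the data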;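 also: cells challenged with 10 nM apelin-13 agonist together with compound; plate controls were apelin-13 plus DMSO wells for no effect and DMSO wells lacking apelin-13 for full effect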
Target sequence (P35414 whole entry, looked up): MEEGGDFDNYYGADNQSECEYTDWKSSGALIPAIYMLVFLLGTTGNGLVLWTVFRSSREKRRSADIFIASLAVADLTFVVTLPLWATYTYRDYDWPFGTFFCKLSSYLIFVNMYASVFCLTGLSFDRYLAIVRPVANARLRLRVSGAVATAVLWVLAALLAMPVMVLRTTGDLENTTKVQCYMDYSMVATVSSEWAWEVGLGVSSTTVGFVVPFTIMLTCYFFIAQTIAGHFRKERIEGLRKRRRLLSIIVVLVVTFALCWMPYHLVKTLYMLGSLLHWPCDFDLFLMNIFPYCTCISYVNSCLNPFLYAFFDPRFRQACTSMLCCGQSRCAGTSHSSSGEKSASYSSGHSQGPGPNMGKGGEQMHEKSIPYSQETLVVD
APJ agonist – agonists of human apelin receptor APJ, primary screen, CHO-K1 cells, PathHunter beta-arrestin, luminescence; hit rate 0.11% among 330,000; 0% DMSO wells, 100% apelin; activation, % at 20 µM; AID 2520, 2010;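 active = activation more than six SD over the plate average, tested at 20 µM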;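 also: 0% = DMSO alone and 100% = apelin-13 at 10 nM; some results filed as inactive read as strong as hits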
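Material: CHO-K1 APJ beta-arrestin complementation cell line; Input: cell density 1000 per well; Incubation: compound stimulation 90 min at 25 °C, detection 60 min; Signal: luminescence from split beta-galactosidase complementation, Galacton Star/Emerald II substrate; Controls: DMSO-only wells as negative, 10 nM Apelin-13 as positive control.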
UPR CHOP act – activators of apoptotic CHOP UPR arm, primary screen, cell-based, CHO-CHOP luciferase reporter, luminescence, uHTS. activation, % at 10 µM. hit rate 0.34% among 330,000. UPR activation; percent of tunicamycin response over DMSO baseline;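 active = at 10 µM dose, activation of 40% or more, normalized to positive control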;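 also: 100% = tunicamycin at 10 µg/mL and 0% = DMSO alone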
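System: CHO-CHOP luciferase reporter cell line; amount: 500 cells/well; buffer or medium: F12 medium containing 10% fetal bovine serum; incubation: 6 h compound exposure at 37 °C after overnight seeding; measured by: luciferase luminescence after 10 min with Steady-Glo reagent; evaluation: % reporter activation, DMSO baseline versus tunicamycin full activation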
tim23-1 inh – growth inhibitors of tim23-1 mutant yeast, primary screen, luminescence, uHTS; S. cerevisiae tim23-1 growth, BacTiter-Glo luminescence, 24 h; inhibition, % at 20 µM; hit rate 1.3% among 330,000; AID 463212, 2010;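 active = growth inhibition of the mutant yeast at or above 50%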;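 also: temperature-sensitive mutant grown at 25 °C; plate controls were DMSO-treated mutant yeast for no effect and medium wells lacking yeast for full effect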
TIM10 inh – growth inhibitors of isogenic TIM10 control yeast, primary screen, counter-screen for tim10-1 yeast inhibitor project, luminescence, uHTS; hit rate 1.4% among 330,000; inhibition, % at 10 µM; S. cerevisiae TIM10 strain growth, BacTiter-Glo luminescence, 24 h;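 active = inhibition of 40% or more at the single tested concentration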;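 also: wild-type TIM10 isogenic control strain grown at permissive 25 °C; 0% = DMSO yeast wells and 100% = minimal medium wells without yeast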
CXCR6 inh – CXCR6 receptor inhibitors, primary screen, cell-based, beta-arrestin, luminescence, CHO-K1 PathHunter, 1536-well | C-X-C chemokine receptor type 6 (Homo sapiens), O00574 | inhibition, % at 20 µM | hit rate 0.36% among 360,000; in the data active = inhibition above about 34%, passing the limit was not always enough;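 also: antagonist mode with CXCL16 agonist at 10 nM final; 0% = 10 nM CXCL16 with DMSO and 100% = unstimulated wells without agonist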
Target sequence (O00574 whole entry, looked up): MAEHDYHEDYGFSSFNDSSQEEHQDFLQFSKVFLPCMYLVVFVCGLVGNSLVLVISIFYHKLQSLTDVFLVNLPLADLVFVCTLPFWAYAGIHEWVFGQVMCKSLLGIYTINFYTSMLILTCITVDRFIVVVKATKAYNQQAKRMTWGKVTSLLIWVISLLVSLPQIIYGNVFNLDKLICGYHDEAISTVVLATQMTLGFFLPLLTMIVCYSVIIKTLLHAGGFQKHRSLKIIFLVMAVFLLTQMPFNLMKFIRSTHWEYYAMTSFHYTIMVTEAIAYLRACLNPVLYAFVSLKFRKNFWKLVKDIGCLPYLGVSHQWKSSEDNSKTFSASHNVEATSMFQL
tim10-1 inh – growth inhibitors of tim10-1 mutant yeast, primary screen, luminescence, uHTS. inhibition, % at 20 µM. hit rate 2.2% among 330,000. S. cerevisiae tim10-1 ts strain growth, BacTiter-Glo, 24 h;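 active = inhibition of at least 40%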;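 also: mutant grown at 25 °C; 0% = DMSO wells with yeast and 100% = wells holding no yeast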
XBP1 UPR activ – activators of adaptive XBP1 UPR arm, primary screen, cell-based, CHO-XBP1 luciferase reporter, luminescence, uHTS; IRE1-XBP1 UPR activation; percent of tunicamycin response, DMSO as zero; hit rate 0.33% among 330,000; activation, % at 20 µM; AID 463104, 2010;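 active = versus positive control, 20 µM dose yields 30% or more activation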;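 also: 100% = tunicamycin at 10 µg/mL and 0% = DMSO only wells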
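Material: CHO-XBP1 cells stably carrying IRE1-XBP1-driven luciferase reporter | Medium: F12 with 10% serum | Compound dosing: 20 µM single concentration, DMSO 1% | Incubation: Overnight seeding at 37 °C, 6 h compound treatment at 37 °C | Detection: Steady-Glo luminescence read | Read-out basis: % activation of reporter signal versus tunicamycin and DMSO controls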
* hit, by the source's call; . = not tested or not shown. Some of the compounds tested; the hit share may differ from the screen's.

SMILES	Mdm2 MdmX PPI	APJ antagonist	APJ agonist	UPR CHOP act	tim23-1 inh	TIM10 inh	CXCR6 inh	tim10-1 inh	XBP1 UPR activ
COC(=O)C1=CN(CC2CCCO2)C=C(C(=O)OC)C1c1ccccc1C(F)(F)F (stereo not drawn)	1	1	-6	1.8	8	24	2	19	-2
O=C(CN1C(=O)c2ccccc2C1=O)NCC1COc2ccccc2O1 (stereo not drawn)	-23	2	2	-0.7	2	4	-7	6	-1
COc1ccc(C2NC(=O)c3n[nH]c(C)c32)c(OC)c1 (stereo not drawn)	-3	13	-3	1.7	-9	3	-5	-14	-2
CCc1noc(C)c1C(=O)OC(C)C(=O)NCc1ccc(OC)cc1 (stereo not drawn)	-5	1	-4	-3.4	10	2	-1	2	-4
O=C(CSc1nnnn1C1CCCC1)Nc1ccc(F)cc1	22	-3	0	-0.6	6	-1	1	10	2
O=C(Nc1ccon1)c1cc2c(s1)CCCC2	-155	-18	-1	3.3	26	22	0	9	-3
O=[N+]([O-])c1cc(C(F)(F)F)ccc1NC1CCN(Cc2ccccc2)CC1	32	5	2	-0.2	-2	10	7	12	-3
COc1cccc(Nc2n[nH]c(=S)s2)c1	8	-37	0	-0.3	17	-9	6	30	-1
COCC(=O)Nc1cc([N+](=O)[O-])ccc1C	-16	4	-1	-0.2	-13	2	-8	2	-5
Cc1nc([N+](=O)[O-])c(C(=O)OCc2ccccc2)n1C	-31	2	-2	1.1	12	8	-2	8	-2
CN(C)/C=C/C(=O)c1cccc(Cl)c1	-24	1	-1	-2.1	1	-12	2	1	4
CCOc1ccc(N2C(=O)CSC2=NC#N)cc1	-1	-2	-2	-1.0	0	-3	2	5	-2
NC(=O)CC(NC(=O)Cc1ccc(Br)cc1)c1ccc(NCCN2CCOCC2)c([N+](=O)[O-])c1 (stereo not drawn)	26	0	-1	-3.4	-2	9	3	-22	-2
O=C1CCCC/C=C\C[C@H](CC(=O)N(CCO)Cc2ccccc2)C(=O)N[C@@H](c2ccccc2)CO1	5	0	0	-0.6	-6	-1	-8	-4	-1
CCN(c1ccc2c(c1)OCO2)S(=O)(=O)c1cc(Br)cc2c1N(C(C)=O)CC2	8	1	-2	-0.8	8	-2	-7	4	-2

Reprinted from the part before: 2 compounds, followed by the next part.
SMILES	Mdm2 MdmX PPI	APJ antagonist	APJ agonist	UPR CHOP act	tim23-1 inh	TIM10 inh	CXCR6 inh	tim10-1 inh	XBP1 UPR activ
O=C1CCCC/C=C\C[C@H](CC(=O)N(CCO)Cc2ccccc2)C(=O)N[C@@H](c2ccccc2)CO1	5	0	0	-0.6	-6	-1	-8	-4	-1
CCN(c1ccc2c(c1)OCO2)S(=O)(=O)c1cc(Br)cc2c1N(C(C)=O)CC2	8	1	-2	-0.8	8	-2	-7	4	-2
COC(=O)c1[nH]c2c(c1C)C(=O)CC(c1ccc(OC)cc1)C2 (stereo not drawn)	16	3	-4	4.2	16	19	-1	-3	-5
CC1(C)CC(=O)C=C(N=CC2=C(O)CC(C)(C)CC2=O)C1	13	11	-5	0.4	16	-8	-1	12	-3
COc1ccc(-c2noc(CCC(=O)Nc3nc4ccccc4s3)n2)cc1	1	-5	-1	-1.7	12	8	.	6	-1
COC(=O)c1sc(NC(=S)NC(=O)c2cccc(C)c2)nc1C	-91	9	-3	1.6	-9	0	6	8	2
O=C(CN1C(=O)S/C(=C/c2cccs2)C1=O)N1CCOCC1	-37	2	-4	0.1	20	-1	-3	6	9
Cc1onc(-c2ccccc2Cl)c1-c1nc(-c2ccncc2)no1	-11	29	-4	-3.5	-9	6	4	3	7
COc1ccc(-c2nnc3ccc(SCc4ccccc4)nn23)cc1	27	25	-5	3.6	33	5	4	35	2
O=C(O)CNc1nc(Cl)ccc1[N+](=O)[O-]	27	3	6	-0.9	12	-8	-6	9	-1
Nc1cccc(-c2cc3ccccc3oc2=O)c1	26	4	-1	2.2	6	-8	-3	13	-2
CC(C)n1c(/N=C/c2c[nH]c3ccccc23)nc2ccccc21	1	-7	2	5.7	41	-21	-17	-32	2
O=C(CSCCO)Nc1ccc(C23CC4CC(CC(C4)C2)C3)cc1	-87	-36	4	6.1	39	29	-10	25	4
O=C(Nc1ccc(Cl)cc1)Nc1ccc(Br)cn1	7	-9	2	4.8	-7	-4	6	-4	-2
CC(C)c1nnc(NC(=O)CCC(=O)NCc2ccc(F)cc2)s1	-8	9	-2	1.4	14	-6	-2	17	-1
CCN(CC)CCCNC(=O)N[C@@H](Cc1ccccc1)C(=O)O	13	6	-3	3.2	-1	5	-9	-7	7
CCN(CC)S(=O)(=O)c1cccc(NC(=O)COC(=O)/C=C/c2ccco2)c1	-8	14	-4	0.1	10	10	-5	6	-1
O=S(=O)(c1ccc2ccccc2c1)N(CC1CO1)c1ccccc1 (stereo not drawn)	-24	5	-4	-0.7	33	9	1	29	-2
O=C(O)C1CCc2sc3[nH]c(=S)n(-c4ccccc4)c(=O)c3c21 (stereo not drawn)	-18	-4	-6	-0.9	-18	5	44*	2	1
O=C(Nc1ccc(Cl)cn1)C1CCCN1S(=O)(=O)c1ccccc1 (stereo not drawn)	17	12	-3	1.1	24	-11	1	15	0
Cc1cc(C)n2cc(CSc3ncccc3C(=O)O)nc2n1	-4	-23	0	-1.9	11	-7	-1	14	3
Cc1cnc(NC(=O)CSc2nnc(N)s2)s1	-13	2	-3	-2.1	-11	-2	10	2	1
COc1ccc(-c2nc3n(n2)C(c2cccnc2)C(C(N)=O)=C(C)N3)cc1 (stereo not drawn)	14	2	-1	0.3	12	12	0	17	0
O=C(NC(=S)NCc1ccccc1)c1ccccc1Br	9	6	1	1.2	43	12	0	-3	-2
CC(C)CC(=O)Nc1ccc(-c2nnn(CC(=O)NCc3ccco3)n2)cc1	-39	-1	-1	3.5	4	13	-1	11	1
COc1cccc(NS(=O)(=O)c2ccc(-n3cccn3)cc2)c1	15	4	1	1.0	18	14	-8	20	-4
O=C(NCc1ccccc1)C1=C[C@@H](C2CCCCC2)C[C@@H](OCCCCO)O1	-38	-57	10	0.7	41	10	-9	21	-2
C=C1CCC[C@]2(C)C[C@H]3OC(=O)C(CN4CC(C)OC(C)C4)[C@H]3C[C@@H]12 (stereo partly drawn)	35	5	-3	1.8	43	40*	-8	42*	-4
O=C(O)c1ccc2nc(CO)[nH]c2c1	-36	2	6	-1.4	15	1	1	-12	-2
Cc1ccccc1Cn1nc(C)c(NC(=O)c2nc3n(n2)C(C(F)F)CC(C)N3)c1C (stereo not drawn)	20	0	-4	-1.5	6	-7	2	9	-3
COc1c[nH]n(-c2ccccc2)c(=O)c1=O	-31	10	0	3.6	-9	10	5	-5	-1
COc1ccc2ccccc2c1CNCCN1CCOCC1	8	10	-2	-1.8	-16	-5	-3	-2	-4

Shown as a hit in CXCR6 inh (from the list above):
SMILES | Mdm2 MdmX PPI | APJ antagonist | APJ agonist | CXCR6 inh
O=C(O)C1CCc2sc3[nH]c(=S)n(-c4ccccc4)c(=O)c3c21 (stereo not drawn) | -18 | -4 | -6 | 44*

Further results.
SMILES	Mdm2 MdmX PPI	APJ antagonist	APJ agonist	UPR CHOP act	tim23-1 inh	TIM10 inh	CXCR6 inh	tim10-1 inh	XBP1 UPR activ
COc1ccc(CCNC(=O)c2cc(-c3ccc(C)cc3O)n[nH]2)cc1OC	34	12	0	-2.0	1	-3	0	-7	-2
Cc1ccc(OCC(=O)N/N=C\c2ccc(O)c([N+](=O)[O-])c2)c([N+](=O)[O-])c1	20	21	-4	-1.7	18	-17	18	27	-4
O=C(O)C(Cc1ccccc1-c1ccccc1)C(=O)O	7	-3	-4	-2.2	-4	1	-6	0	-3
Cc1ccc(S(=O)(=O)N2CCN(C)CC2)cc1C(=O)NC1CCCCC1	24	-2	0	-2.0	3	0	5	6	-3
CCCCCCOC(=O)/C=C/c1c(C)[nH]c(=O)[nH]c1=O	47	2	2	-3.1	3	1	-4	9	-2
CC(C)CNC(=O)c1cccc(NC(=O)C(C)C)c1	14	17	-5	0.2	10	2	-4	29	-2
COc1ccc(CNC(=O)CNS(=O)(=O)c2ccc(Cl)cc2)cc1	-28	9	-3	1.2	9	14	-11	16	0
CCOc1ccc(NC(=O)C2CC(=O)N(CC)C(=Nc3ccc4c(c3)OCO4)S2)cc1 (stereo not drawn)	2	2	-1	-1.1	10	12	0	18	1
CC(C)(C)c1n[nH]c(=S)n(/N=C/c2cccs2)c1=O	-38	-19	-2	1.0	26	14	5	10	0
COc1ccc(-c2ncn(CCC#N)c2[N+](=O)[O-])cc1	9	-12	0	2.5	6	5	0	4	2
Cc1ccc(CNCCCSc2nc(C)cc(C)n2)cc1	6	0	-3	-0.4	-4	-13	-13	-4	-3
CCCCc1nc2ccccc2c(=O)n1NC(=O)c1c(O)c2ccccc2n(C)c1=O	33	-1	1	12	2	-25	-6	25	2
CC(C)(C)NCC(O)COCc1ccc(Cl)cc1 (stereo not drawn)	-2	13	1	-3.1	10	-16	-5	-6	-2
O=C(CSc1nnc(Cn2nnc(-c3ccccc3)n2)n1-c1ccccc1)Nc1ccc(F)cc1	9	5	1	0.4	0	0	-5	0	-2
COc1ccc(-n2c(SCC(=O)Nc3ccc(C(N)=O)cc3)nc3c([nH]c4ccccc43)c2=O)cc1OC	47	14	1	-0.5	11	3	6	-1	-2
Fc1ccc(NCc2nnc(SCc3nnc(-c4ccccc4)o3)n2CC2CCCO2)cc1 (stereo not drawn)	9	8	-2	0.4	11	8	-6	12	-2
Cc1cc(C)n2nc(/C(C#N)=C/c3ccccn3)c(C#N)c2n1	46	16	-1	3.2	52*	51*	12	62*	7
Cc1ccc(CNC(=O)c2ccc(Br)o2)cc1	-11	6	3	0.9	18	-2	0	6	1
CCOC(=O)COc1ccc(S(=O)(=O)Nc2ccc3c(c2)OCO3)cc1	5	-9	-5	-2.1	7	-12	-7	5	-1
COc1cccc(CN2CCNC(=O)C2CC(=O)N(C)CC2CCOCC2)c1 (stereo not drawn)	23	-2	1	-0.2	9	-4	-6	3	-2
Cc1ccc(C(=O)Nc2cccc([N+](=O)[O-])c2)cc1S(=O)(=O)Nc1ccc(NC(=O)c2ccccc2)cc1	29	-16	3	0.7	2	10	-6	13	-3
O=C(CN(C(=O)CNC(=O)c1cccs1)c1ccc(F)cc1)NC1CCCC1	-15	7	-1	1.5	-1	-6	-6	-18	6
C[C@H]1COC(=O)CCC/C=C\C[C@H](CC(=O)N(CCO)Cc2ccccc2)C(=O)N1	16	5	-4	0.2	-10	4	2	-13	-2
COc1ccc(C(=O)Nc2ccc(NC(=O)c3cc(OC)c(OC)c(OC)c3)cn2)cc1	26	-17	-1	3.3	2	-4	-4	-5	-2
CC(=O)/C(=C/c1ccccc1)C(=O)Nc1ccccc1C	45	33	-2	46*	68*	72*	16	61*	-3

Bioassay records (PubChem)
